Source: PubChem
MEKK2mut PB1 HTS – signal of MEK5 binding to mutant human MEKK2 PB1 domain. 0.35% of 290,000 active. bead flow cytometry, Alexa488-MEK5 binding to MEKK2 mutant. percent response, % at 10 µM; in the data active means percent response above about 24%, passing the limit was not always enough; further: inactives centre near 1; some results filed as inactive read as strong as hits
CRFBP-R2 block – blocks CRF-induced signaling of the CRF-BP/CRF-R2 complex; HEK293 CRF-R2/CRF-BP, CRF-induced calcium fluorescence; inhibition, % at 11.8 µM; 0.59% of 350,000 active;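 active means inhibition of the ligand-induced calcium signal above about 50% at the single tested concentration, limit read from the data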
MEKK2 WT-MEK5 – raises or lowers MEK5 binding to wildtype human MEKK2 PB1 domain; AID 1531; Q9Y2U5; 1.1% of 290,000 active; bead flow cytometry, Alexa488-MEK5 binding to MEKK2 WT; actives lie on both sides; binding response (% of control), % at 10 µM; in the data active means binding response below about 67% or above about 130%
HCV NS3 hel inh – HCV NS3 helicase inhibition; NS3 helicase DNA unwinding, Cy5 molecular beacon fluorescence; inhibition, % at 10.9 µM; 0.56% of 290,000 active; AID 1800;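 active means inhibition above the mean of all tested compounds plus 3 SD, set per campaign, cut at about 35% in these data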;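 further: 0% = DMSO wells and 100% = thioflavine S control wells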
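Control set: DMSO versus 110 µM thioflavine S; Material: NS3 helicase fragment of HCV; Measured by: Cy5 fluorescence at 0 and 60 min, beacon hairpin quenching; Read-out basis: percent inhibition from t60/t0 fluorescence ratio; Times: reaction time 60 min, 25 °C; Repeats: single replicate; Compound dosing: single dose, 10.9 µM nominal final, DMSO 0.8% final.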
CRFBP-R2 agonist – CRF-BP/CRF-R2 complex agonism; HEK293 CRF-R2/CRF-BP, calcium dye fluorescence (FLIPR); percent of saturating CRF peptide response; activation, % at 13.2 µM; 0.46% of 350,000 active; AID 588473;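 active means activation of at least 50%, plus an integration ratio under a set limit after plate pattern correction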;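 further: plate controls were neutral control wells without compound for no effect and CRF at EC100 for full effect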
UBC9 SUMO inh – blocks human SUMOylation mediated by UBC9 | P63279 | HTRF SUMOylation assay, SAE1/SAE2 + UBC9, in vitro | inhibition, % at 35 µM | 0.36% of 290,000 active; in the data active means inhibition above about 50%, passing the limit was not always enough; further: strong numbers were not always called active
Target sequence (P63279 whole entry, looked up): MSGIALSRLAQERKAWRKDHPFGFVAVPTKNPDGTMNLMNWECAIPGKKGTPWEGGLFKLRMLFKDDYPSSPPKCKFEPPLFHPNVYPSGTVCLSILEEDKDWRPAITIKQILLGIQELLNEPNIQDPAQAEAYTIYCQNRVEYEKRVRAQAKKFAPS
FID counter – displaces DNA intercalator in HCV helicase counter-screen | DNA fluorescent intercalator displacement, fluorescence | inhibition, % at 7.9 µM | 0.17% of 290,000 active; in the data active means inhibition above about 37%;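 further: 0% = vehicle and 100% = reference compound; higher means more ethidium bromide displaced from hairpin DNA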
MEKK3 PB1 HTS – modulators (inhibitors or enhancers) of MEK5 binding to human MEKK3 PB1 domain. 1.4% of 290,000 active. AID 1529. binding response (% of control), % at 10 µM. bead-based flow cytometry, Alexa488-MEK5 binding to MEKK3; actives lie on both sides; 0 = blocked by unlabeled MEK5, 100 = vehicle. Q99759;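 active means binding response more than 3 SD above or below the average of its plate-row segment, actives on both sides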;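 further: Alexa488 bead fluorescence after subtracting the streptavidin-only scavenger bead signal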
Target sequence (Q99759 whole entry, looked up, the tested form may be a part): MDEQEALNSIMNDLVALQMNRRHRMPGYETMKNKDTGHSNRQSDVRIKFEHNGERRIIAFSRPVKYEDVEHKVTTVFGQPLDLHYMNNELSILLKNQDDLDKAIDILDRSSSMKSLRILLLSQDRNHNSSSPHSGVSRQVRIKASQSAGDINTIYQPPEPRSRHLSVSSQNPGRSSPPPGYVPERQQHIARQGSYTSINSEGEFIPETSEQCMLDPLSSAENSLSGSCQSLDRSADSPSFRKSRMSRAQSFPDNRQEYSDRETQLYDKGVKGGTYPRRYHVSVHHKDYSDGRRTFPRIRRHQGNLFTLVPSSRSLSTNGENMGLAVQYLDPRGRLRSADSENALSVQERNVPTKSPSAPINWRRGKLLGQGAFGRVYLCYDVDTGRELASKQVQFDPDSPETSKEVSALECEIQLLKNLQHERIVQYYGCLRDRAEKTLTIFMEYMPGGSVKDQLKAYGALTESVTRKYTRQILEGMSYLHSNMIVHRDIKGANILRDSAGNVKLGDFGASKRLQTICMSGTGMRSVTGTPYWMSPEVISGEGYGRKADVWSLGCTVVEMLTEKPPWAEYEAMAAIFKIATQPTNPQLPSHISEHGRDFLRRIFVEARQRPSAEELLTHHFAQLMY
GalR3 antag – blocks the human galanin receptor 3; 0.44% of 360,000 active; inhibition, % at 3 µM; AID 651719; HEK293 GalR3-CNG cAMP membrane potential fluorescence; galR3 body fused to GalR1 C-terminus; O60755;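 active means inhibition above the screen-wide average plus 3 SD, cut at about 13% in these data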;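 further: forskolin and galanin both at EC90 stimulate the cells; cAMP rise reported by CNG channel membrane potential dye signal; 0% = forskolin plus galanin with DMSO and 100% = forskolin alone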
Target sequence (O60755 1-299 limits assumed): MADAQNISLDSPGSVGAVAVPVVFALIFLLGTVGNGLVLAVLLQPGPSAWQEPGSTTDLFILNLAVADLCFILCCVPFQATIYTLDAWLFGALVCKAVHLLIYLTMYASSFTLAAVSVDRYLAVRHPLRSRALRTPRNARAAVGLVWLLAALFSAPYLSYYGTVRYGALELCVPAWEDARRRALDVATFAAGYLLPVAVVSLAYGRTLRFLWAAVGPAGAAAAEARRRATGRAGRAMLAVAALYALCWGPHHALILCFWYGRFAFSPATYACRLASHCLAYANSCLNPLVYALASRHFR
The depositor's hits bear a star; · = no result given.

SMILES	MEKK2mut PB1 HTS	CRFBP-R2 block	MEKK2 WT-MEK5	HCV NS3 hel inh	CRFBP-R2 agonist	UBC9 SUMO inh	FID counter	MEKK3 PB1 HTS	GalR3 antag
CN(C)n1cccc1/C=C(\C#N)S(=O)(=O)c1ccc(Cl)cc1	33.0	-3.1	120.0	-9.3	1.4	-8.5	-9.0	139.0*	-8.5
CN1CCN(NC(=O)Nc2cccc(F)c2)CC1	8.0	5.9	104.0	15.0	3.3	18.5	1.8	102.0	-3.6
COc1ccccc1N1CCN(CC(=O)c2ccc(F)cc2)CC1	-1.0	10.1	94.0	-21.6	-0.8	6.1	12.1	94.0	-8.6
Cc1nn(C)cc1NC(=O)CC12CC3CC(CC(C3)C1)C2	4.0	-16.0	109.0	8.9	-1.1	0.9	-15.1	141.0*	-2.2
CCN(CC(=O)Nc1cccc(OC)c1)C(=O)c1ccc(C)s1	-6.0	27.1	92.0	6.0	-1.6	-1.0	-10.2	93.0	-5.1
CCOc1ccc(N=C2C(=O)Nc3ccc(C)c(Br)c32)cc1	2.0	6.1	102.0	-5.2	-1.4	3.8	-6.6	99.0	-11.0
O=C(O)CC(SCC(=O)Nc1ccccc1)C(=O)O (stereo unspecified)	-4.0	-10.3	95.0	-1.4	-0.8	1.3	4.5	98.0	11.1
COc1ccc(/C=C/C(=O)c2ccc(NC(=O)c3cccs3)cc2)cc1OC	-8.0	5.6	93.0	-16.0	-0.9	11.2	-9.1	96.0	-2.5
CN1C(=O)/C(=C/c2ccc3c(c2)OCO3)N=C1c1ccccc1	-1.0	3.7	96.0	-3.3	4.0	0.1	-2.7	88.0	-4.9
COC(=O)c1ccsc1NC(=O)CSc1nnnn1Cc1ccccc1	-2.0	0.3	100.0	1.9	2.1	-31.0	-15.0	98.0	-0.3
CC(=O)N1CCOc2ccc(S(=O)(=O)N3CCN(c4cc(C)ccc4C)CC3)cc21	2.0	-9.9	101.0	-24.9	-0.2	10.5	-40.9	99.0	-1.1
CCN1C(=O)[C@H]2[C@@H](c3ccc(C)cc3)N3C(=O)N(c4ccccc4)C(=O)[C@@]3(CC)[C@H]2C1=O	6.0	1.4	98.0	-3.9	0.2	4.1	-22.8	103.0	-3.8
O=C(CCCc1nc(-c2ccc(Cl)cc2)no1)N1CCOCC1	-1.0	11.4	103.0	-2.3	0.3	11.0	-11.8	100.0	-4.3
O=C(Nc1ccc([N+](=O)[O-])cc1)Nc1ccon1	3.0	-2.0	101.0	-3.6	2.6	10.5	-0.4	99.0	-1.1
COc1ccc(-c2noc(N3CCC(C(=O)Nc4ccccc4F)CC3)n2)cc1	-2.0	9.6	101.0	15.6	-4.7	3.8	-24.3	102.0	·
Cc1cccc(NC(=O)c2ccc(N3C(=O)C4CCCCC4C3=O)cc2)c1C (stereo unspecified)	0.0	9.7	100.0	16.3	-1.9	3.0	-36.0	102.0	-3.2
Cc1ccc(S(=O)(=O)CCC(=O)c2ccc(O)cc2O)cc1	0.0	7.3	97.0	5.0	0.2	9.1	-0.5	101.0	-2.8
COc1ccc(Cl)cc1NC(=O)c1noc2c1CCCC2	5.0	-2.4	102.0	-5.1	-2.0	17.9	1.5	101.0	-5.8
CC1(C)Cc2c(cnn2-c2cccc(F)c2)C(NC(=O)CN2CCCC2=O)C1 (stereo unspecified)	-1.0	2.0	94.0	-3.7	1.3	4.4	-30.8	101.0	-5.7
COc1ccc(/C=N/N2CCN(C)CC2)c(OC)c1OC	-12.0	5.6	87.0	-1.1	1.3	3.0	-3.1	101.0	-2.5
Cc1ccccc1-n1nc(C(=O)O)cc1-c1ccccc1	0.0	-5.1	100.0	10.7	-0.8	22.6	-25.9	100.0	-2.7
COc1cccc(C2=NOC(C(=O)NC(C)C)C2)c1 (stereo unspecified)	14.0	-6.9	104.0	-17.3	-2.0	21.3	4.2	109.0	-4.3
Cc1nn(-c2ccccc2)c(Cl)c1C(=O)Nc1c(C)n(C)n(-c2ccccc2)c1=O	·	0.8	·	-0.1	-0.7	-4.6	-13.8	·	-1.5
O=C(Nn1cnc2ccccc2c1=O)c1ccccc1[N+](=O)[O-]	-2.0	-7.5	93.0	-0.4	0.7	1.6	0.1	95.0	-4.4
COc1ccc(CC(=O)NC2CCCCCC2)c(OC)c1	2.0	5.6	95.0	8.5	-0.9	0.0	-22.3	95.0	-7.7
CC(=O)c1cccc(NC(=O)Nc2ccc(C(=O)N3CCCC3)cc2)c1	-5.0	5.3	99.0	9.1	0.1	17.7	-5.5	95.0	-5.5
CCC(=O)Nc1cccc(-c2nc3ncccc3o2)c1C	5.0	5.5	109.0	14.5	-1.1	7.0	-9.1	109.0	-8.2
Cn1ncc(C#N)c1NC(=O)C1CC(c2c(F)cccc2Cl)=NO1 (stereo unspecified)	5.0	3.0	100.0	-2.1	0.7	-15.1	0.7	103.0	-8.8
CCc1ccccc1Oc1coc2cc(O)ccc2c1=O	5.0	2.2	104.0	11.1	-3.2	21.2	-6.5	103.0	-7.2
Cc1cccc(-c2nc(=S)c3c(n2Cc2ccco2)CCCC3)c1	-2.0	-47.3	95.0	0.7	0.6	6.4	-12.8	91.0	-6.9
COc1cc(NC(=O)CC(C)S(=O)(=O)c2cc3c(cc2C)NC(=O)CO3)cc(OC)c1OC (stereo unspecified)	1.0	-0.1	102.0	-5.3	-1.5	6.1	-10.8	101.0	0.2
O=C(Nc1ccc(C(=O)N2CCCCC2)cc1)C1CCCCC1	-1.0	-4.1	99.0	0.7	0.9	21.5	-9.2	101.0	-1.2
O=C1C2C3C=CC(C3=C3CCCCC3)C2C(=O)N1c1ccccc1 (stereo unspecified)	2.0	-0.8	99.0	-0.6	-0.2	-11.1	-9.2	99.0	-4.4
COc1ccc(Cl)cc1NC(=O)CN1C(=O)CC(C)S(=O)(=O)c2ccccc21 (stereo unspecified)	7.0	2.0	108.0	4.5	-1.9	-1.1	-28.9	108.0	-4.8
O=C(c1ccccc1)C1CCN(C(=O)C2CCC(=O)N(Cc3ccccc3F)C2)CC1 (stereo unspecified)	7.0	9.5	107.0	2.7	-2.6	-5.6	-47.2	100.0	-6.7
CCOC(=O)c1sc(/N=C/Nc2nc(C)c(C(=O)OCC)s2)nc1C	-2.0	-2.5	96.0	3.6	0.1	9.8	-1.5	93.0	0.3
Cc1c(C(=O)O)[nH]c2ccc([N+](=O)[O-])cc12	-6.0	1.3	95.0	-1.6	2.3	28.4	0.2	89.0	-1.4
OC1CCCN(CC(O)COC(c2ccccc2)c2ccccc2)C1 (stereo unspecified)	-10.0	-8.5	98.0	6.1	1.8	-20.6	8.3	95.0	-7.0
O=C(NCCCn1ccnc1)c1c(F)cccc1F	6.0	0.4	108.0	-6.1	-1.7	7.2	-0.4	104.0	-2.6
C=CCn1c(-c2ccccc2OCC)n[nH]c1=S	-8.0	-9.5	95.0	-8.8	1.8	13.4	-8.8	98.0	1.4
CC(C)C1Nc2ccc(C(=O)N3CCN(c4ccccn4)CC3)cc2NC1=O (stereo unspecified)	-1.0	-1.9	100.0	2.4	-0.1	1.4	-40.9	99.0	0.4
COc1ccccc1CN(C)C(=O)C1COc2ccccc2O1 (stereo unspecified)	3.0	12.8	99.0	-1.6	-1.7	16.3	-10.4	103.0	-2.6
CCC(=O)O/N=C(\N)c1ccc(Oc2cc(C)c(Cl)c(C)c2)c([N+](=O)[O-])c1	-5.0	8.3	97.0	4.6	4.4	3.8	-1.2	101.0	-5.8
CCCSC1=N/C(=C\c2ccc([N+](=O)[O-])o2)C(=O)S1	-5.0	-1.2	86.0	24.8	-0.2	5.1	-7.2	98.0	-0.3
COc1cc(C=O)ccc1OCc1ccc(Cl)nc1	2.0	6.0	94.0	-1.8	-2.1	-49.5	-0.8	95.0	-4.2
CC(=O)c1noc(C)c1C(=O)Nc1nccs1	7.0	12.4	101.0	2.6	0.6	14.5	-0.3	97.0	-2.2
N#Cc1c(Cl)nc(-c2cccnc2)nc1-c1ccccc1	7.0	·	106.0	0.4	·	-10.1	3.5	104.0	·
COc1cccc(C2=NCCc3cc4c(cc32)OCO4)c1OC	1.0	28.9	100.0	11.7	-1.4	22.7	-1.2	101.0	1.5
COc1cc(/C=C/C(=O)O)cc(S(=O)(=O)NC2CC2)c1OC	1.0	0.0	103.0	9.5	6.8	3.8	-11.1	98.0	-2.9
Cc1cc(C)cc(OCCCn2ccnc2)c1	2.0	36.7	102.0	-2.2	-1.3	-3.2	-8.0	102.0	-8.8
O=[N+]([O-])c1ccc(/C=C/c2ccc3ccccc3n2)cc1	0.0	-9.8	106.0	0.7	-3.1	-4.8	-4.3	112.0	-3.2
C=C(C)[C@@H]1CC=C(CN2CCN(Cc3ccccc3)CC2)CC1	4.0	-8.5	103.0	-13.0	-0.2	-13.4	11.7	98.0	-8.5
COc1ccc(/C=C2/SC(=S)N(c3ccc(S(=O)(=O)Nc4nccs4)cc3)C2=O)cc1	1.0	1.2	97.0	11.5	3.1	·	-6.1	100.0	1.1
Cc1ccc(S(=O)(=O)N(CC(=O)NCc2ccco2)Cc2ccccc2F)cc1	5.0	89.4*	102.0	0.4	-2.4	-6.1	-26.9	98.0	5.6
Cn1c(C(=O)NC2CC2)cc(=O)n(C)c1=O	3.0	18.8	101.0	4.7	-1.4	-10.2	5.0	109.0	-6.7
Cc1onc(-c2ccccc2)c1C(=O)n1cc(Br)cn1	2.0	8.8	96.0	-3.5	0.4	21.5	3.7	99.0	-0.8
CCOc1ccc(NC(=O)C2C3C=CC4(CN(C(C(=O)OC)C(C)C)C(=O)C24)O3)cc1 (stereo unspecified)	-3.0	2.5	104.0	0.7	-0.2	16.8	-14.8	106.0	1.7
O=C(NCCCO)NC(=S)c1cccc2ccccc12	0.0	8.1	99.0	-1.4	0.8	12.0	-2.8	102.0	-3.2
Cc1c(C(=O)Nc2ccc(F)c(F)c2)oc2ccc(S(=O)(=O)N3CCCCC3)cc12	13.0	-51.8	120.0	0.9	1.6	-11.5	-2.9	104.0	-5.3
O=C(NN=C1CCCC1)c1ccc(O)cc1	2.0	11.5	105.0	0.5	-1.1	11.4	-3.1	104.0	-9.2
CC1CCN(C(=O)NC(=O)c2ccc(Cl)cc2)CC1	10.0	7.0	104.0	8.1	0.5	3.6	-3.0	105.0	0.5

Complete entries, looked up by structure. Order of screens: MEKK2mut PB1 HTS | CRFBP-R2 block | MEKK2 WT-MEK5 | HCV NS3 hel inh | CRFBP-R2 agonist | UBC9 SUMO inh | FID counter | MEKK3 PB1 HTS | GalR3 antag
COc1cc(/C=C/C(=O)O)cc(S(=O)(=O)NC2CC2)c1OC is listed with 1.0 | 0.0 | 103.0 | 9.5 | 6.8 | 3.8 | -11.1 | 98.0 | -2.9
CCCSC1=N/C(=C\c2ccc([N+](=O)[O-])o2)C(=O)S1 is listed with -5.0 | -1.2 | 86.0 | 24.8 | -0.2 | 5.1 | -7.2 | 98.0 | -0.3
Cc1ccc(S(=O)(=O)N(CC(=O)NCc2ccco2)Cc2ccccc2F)cc1 is listed with 5.0 | 89.4* | 102.0 | 0.4 | -2.4 | -6.1 | -26.9 | 98.0 | 5.6
Cn1c(C(=O)NC2CC2)cc(=O)n(C)c1=O is listed with 3.0 | 18.8 | 101.0 | 4.7 | -1.4 | -10.2 | 5.0 | 109.0 | -6.7
COc1ccccc1CN(C)C(=O)C1COc2ccccc2O1 (stereo unspecified) is listed with 3.0 | 12.8 | 99.0 | -1.6 | -1.7 | 16.3 | -10.4 | 103.0 | -2.6

Some of the compounds tested (hit frequency here may not be typical).
